Assay outcomes: PubChem, National Center for Advancing Translational Sciences (NCATS)
12-LOX inh – blocks human arachidonate 12S-lipoxygenase. Potency, µM (series often up to 108 µM), for the others: at the highest dose activity change, negative = inhibition, actives largely listed as inhibitors. actives 1.1% (n = 580,000). purified 12hLO, xylenol orange hydroperoxide absorbance; active = well fitted inhibition curve with a large enough effect; inconclusive = small, poorly fitted or top-dose-only effect, or another doubt; inactive = no such curve, though single readings can be large or run the other way
Target sequence (P18054 whole entry, looked up): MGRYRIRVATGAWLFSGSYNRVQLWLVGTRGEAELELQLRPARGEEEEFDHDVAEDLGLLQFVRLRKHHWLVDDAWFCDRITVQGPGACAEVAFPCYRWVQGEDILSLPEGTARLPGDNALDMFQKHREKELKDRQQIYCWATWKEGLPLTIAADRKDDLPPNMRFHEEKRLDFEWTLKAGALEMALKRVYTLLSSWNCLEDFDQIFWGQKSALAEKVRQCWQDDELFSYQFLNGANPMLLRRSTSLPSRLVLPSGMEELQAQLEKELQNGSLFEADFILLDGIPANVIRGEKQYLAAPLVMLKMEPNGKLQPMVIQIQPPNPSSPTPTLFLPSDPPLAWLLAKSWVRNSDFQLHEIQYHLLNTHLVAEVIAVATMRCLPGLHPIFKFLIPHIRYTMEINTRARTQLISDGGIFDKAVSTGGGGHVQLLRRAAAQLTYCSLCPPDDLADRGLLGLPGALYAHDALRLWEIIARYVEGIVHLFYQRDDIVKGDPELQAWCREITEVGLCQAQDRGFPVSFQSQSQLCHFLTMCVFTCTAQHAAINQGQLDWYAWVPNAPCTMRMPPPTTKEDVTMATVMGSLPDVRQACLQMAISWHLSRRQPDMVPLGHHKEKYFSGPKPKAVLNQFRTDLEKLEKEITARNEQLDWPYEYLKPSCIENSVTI
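Purified human 12hLO (150 nM final) in 25 mM Hepes, 0.01% Triton X-100, pH 7.0 was preincubated 15 min at room temperature with compound. Then 40 uM arachidonic acid was added, 30 min. Hydroperoxide was read by Fe-XO absorbance ratio 573/405 nm.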
* = called active by the depositor; ? = inconclusive; & = joins results of further samples; [ ] = remark or other dose. % is scaled to controls: 0 for no effect and ±100 for the full control effect; potency is read from the fitted curve at half-maximal effect.

SMILES | 12-LOX inh
Cn1c(=O)c2c(ncn2Cc2ccc(Cl)cc2Cl)n(C)c1=O | -7.6%
CCN(CC)S(=O)(=O)c1cc(NC(=S)Nc2ccccc2F)ccc1C | ?
COc1ccc(CCNC(=O)c2noc(-c3ccc(F)cc3)n2)cc1OC | 3.7%
CSc1cccc(NC(=O)Cn2ccn3nc(-c4ccccc4)c(CO)c3c2=O)c1 | 10.8%
O=C(NC1CCN(c2cc(-c3ccccc3)[nH]n2)C1)c1ccccc1Cl (stereo not given) | 13.0%
Cc1cnc(CCNC(=O)Nc2ccc3c(c2)OCCO3)n1C1CC1 | 45.3%[activator]
Cc1nc(N2CCCC2)c2c(C(=O)NCc3ccco3)c(C)oc2n1 | ?
COCCN1Cc2cc(C(=O)OC)c3c(c2C1=O)c1cc(OC)ccc1n3S(=O)(=O)c1ccc(F)cc1 | -11.6%
O=C(/C=C/c1cccc(Oc2ccc(Cl)cc2)c1)c1ccccc1 | -17.1%
Cn1c([C@H]2CCN(Cc3ccc(Cl)cc3)C2)nc2ccccc21 | 29.7%[176 µM]
Cc1noc(C)c1[S+](=O)([O-])N1CCn2c(nn(-c3ccc(F)cc3F)c2=O)C1 | 11.1%
CCc1noc(-c2cn(C3CCN(C(=O)c4ccc(OC)c(F)c4)CC3)nn2)n1 | 26.5%
CCc1[nH]nc(-c2nc(C3CC3)nn2-c2ccc(S(N)(=O)=O)cc2)c1C | 51.8%[activator]
Cn1c(=O)c2c(nc(NCCCO)n2Cc2cccc(Cl)c2)n(C)c1=O | 6.6%
CCCCCN1CCN(c2nc3c(c(=O)[nH]c(=O)n3C)n2Cc2ccccc2F)CC1 | -20.7%
O=C(NCc1ccc(OC(F)(F)F)cc1)N1CCc2sccc2C1 | -20.5%
CC(CNC(=O)c1ccco1)c1ccccc1 (stereo not given) | 17.3%
O=C(N[C@H](Cc1ccccc1)C(=O)NCc1ccccn1)[C@H]1O[C@@H](n2ccc(=O)[nH]c2=O)[C@H](O)[C@@H]1O | 14.5%
CC(C)(C)CC(=O)N[C@H]1C[C@H]2C(=O)Nc3ccc(-c4ccsc4)cc3C(=O)N2C1 | 14.9%[176 µM]
Cc1c(-c2nc(-c3ccccc3F)no2)nnn1-c1ccccc1Cl | -35.4%
CCC(C)NS(=O)(=O)c1c(C)cc(N2C(=O)CCS2(=O)=O)cc1C (stereo not given) | 22.9%
O=C(Nc1ccccc1Cl)c1nc2ccccc2nc1N1CCOCC1 | 13.7%
CN(C)C[C@@H]1CN(C)C[C@H]1NS(=O)(=O)c1ccc(Br)cc1 | 41.3%[activator]
Cc1c(C(=O)O)sc2ncnc(N3CCNC(C(=O)O)C3)c12 (stereo not given) | 1.5%
Cc1csc(CN(C)C(=O)CC(c2ccccc2)c2ccc3c(c2)OCO3)n1 (stereo not given) | 22.8%
SMILES | 12-LOX inh
Cc1cc(/C=C/C(=O)c2ccc(O)cc2)cc(C)c1O | ?
COc1ccc(CN(C)C(=O)CCn2ccc3ccccc32)c(OC)c1 | -7.5%
CCc1c(-c2cccc(F)c2)ncn1CCc1ccccc1OC | -25.1%
N#Cc1cccc(NC(=O)N[C@H]2[C@H](O)[C@@H](Oc3ccccc3)[C@@H]3OC[C@H]2O3)c1 | -3.7%[176 µM]
COc1ccc(C(=O)N2CCc3nc(C(C)C)nc(-c4ccc(Cl)cc4)c3CC2)cc1 | 9.1%[6.33 µM]
COc1ccc(NC(=O)c2cc3cc(Br)ccc3oc2=O)cc1 | ?
COc1cc(Cl)c(NC(=O)c2ccc3c(=O)n4c(nc3c2)CCCCCC4)cc1OC | 10.3%
CCCOC(=O)c1ccc(Oc2coc3cc(OC(=O)N4CCOCC4)ccc3c2=O)cc1 | 12.4%
COc1ccccc1-c1cnc(Nc2ccc(CN3CCN(C)CC3)cc2)c2c1CCO2 | -26.6%[176 µM]
O=C(NC1CCCC1)c1cc(-c2ccccn2)nc2c(Cl)cccc12 | ?
Cc1cnc(C(=O)N2CCC(F)(c3nc(-c4ccncc4)no3)CC2)cn1 | 76.8%[activator]
O=C(NCC1CN(C(=O)c2cccc(Cl)c2)CC12CN(c1ccccc1)C2)C1CC1 (stereo not given) | -3.3%[176 µM]
CN(Cc1cc(C[C@@H]2C[C@H](NCc3cccnc3)C2(C)C)no1)c1ccccc1 | 19.1%[176 µM]
Fc1ccccc1-c1cc2c(cn1)CN(Cc1ccncc1)CCN2 | 9.1%[176 µM]
CN(C)c1ccc(C(=O)N[C@H]2C[C@H]3C(=O)NC[C@@H](CCC(=O)NCc4cccs4)N3C2)cc1 | -6.2%
O=S(=O)(NCC1CCOCC1)c1cccnc1 | 5.9%
COCc1cccc(-c2n[nH]c3c2CC(=O)N(Cc2ccc(OC)cc2)C3)c1 | 4.8%[176 µM]
Cc1ccc(C(=O)CC(C(=O)c2ccc(C)cc2)S(=O)(=O)c2ccc(C)cc2)cc1 (stereo not given) | -38.1%
CCOC(=O)N1CCN(C(=O)C[C@@H]2C[C@@]3(C(=O)OC)CCCCC=C3N(Cc3ccc4c(c3)OCO4)C2=O)CC1 | -13.1%
CCOC(=O)N1CCN(S(=O)(=O)c2cc(OCC)c(C)cc2OCC)CC1 | 27.6%
COC(=O)c1ccccc1C(=O)c1c(C)cc(C)cc1C | -4.9%
COc1ccc(NC(=O)O[C@@H]2CO[C@H]3[C@@H]2OC[C@@H]3NC(=O)c2ccc(OC)cc2)cc1 | 18.0%[176 µM]
CCN(CC)c1cc(CCC(=O)NCc2ccccc2C)ccn1 | 51.1%[activator]
N#Cc1nc(-c2ccc([N+](=O)[O-])cc2)oc1N1CCCC1 | -0.2%
Cc1ccc(NS(=O)(=O)c2ccc(C)c(C(=O)N(C)C)c2)cc1 | 74.2%[activator]
SMILES | 12-LOX inh
O=C(O)c1ccc(Nc2nc(-c3ccc(Cl)cc3)cs2)cc1O | 10µM*
CCCCNC(=O)C1c2ccccc2OCC(=O)N1CC(F)(F)F (stereo not given) | -6.6%
CCOCCCNCc1ccc(C)cc1 | ?
CCCCSc1nc2c(c(=O)n(C)c(=O)n2C)n1Cc1ccc(Br)cc1 | 32.2%[activator]
Clc1ccc(-c2nnc(CSc3nnc4ccccn34)o2)cc1 | -1.4%
Cn1cc(C2c3ccccc3C(=O)N2CC(=O)NCc2ccccc2)c2ccccc21 (stereo not given) | 1.7%
CN(C(=O)CN1C(=O)NC2(CCOCC2)C1=O)c1ccccc1 | -4.9%
CCOC(=O)C1CCN(C(=O)c2cn3ccnc(-c4ccc(OC)cc4)c3n2)CC1 | 67.0%[activator]
CCC(=O)c1ccc(OC(=O)c2ccc(C)c(Br)c2)cc1 | ?
O=S1(=O)CC(N2CCN(Cc3ccccc3F)CC2)CN1Cc1cn(Cc2cccc(C(F)(F)F)c2)nn1 (stereo not given) | ?
Cc1noc(C)c1-c1ccc(C(=O)NCC(C)C)c2occc12 | -2.9%
COCCn1c(=O)c2c(nc(-n3nc(C)c(C)c3C)n2Cc2ccc(F)cc2)n(C)c1=O | -7.5%
COc1ccc(N(Cc2nc3nc(C)cc(=O)n3[nH]2)C(=O)c2ccccc2F)cc1 | -36.2%
O=c1c2ccc(Cl)cc2ncn1Cc1ncc(-c2ccccc2)o1 | 15.7%
CC1(c2ccccc2)N(Cc2ccccc2)C(=O)OC12CCN(C(=O)CN1CCOCC1)CC2 (stereo not given) | 14.3%
COc1cc(-c2onc(C)c2C(=O)NC2Cc3ccccc3C2)cc(OC)c1OC | -4.0%
CCCCCCCCN1C(=O)[C@H](CC(=O)N2CCCCC2)C[C@@]2(C(=O)OCC)CCCC=C12 | ?
CCN(CCC(=O)Nc1cc(OC)ccc1OC)Cc1ccccc1 | 1.8%
COCC(=O)N[C@H]1CO[C@H]2[C@@H]1OC[C@H]2O | -6.7%[176 µM]
CCCc1ncncc1C(=O)N1CCCC(CCc2ccc(F)cc2)C1 (stereo not given) | 34.6%
Cc1cc(Nc2ccc(C)c(C)c2)n2ncnc2n1 | -7.4%
CN(Cc1cccs1)C(C(=O)NC1CC1)c1ccccc1 (stereo not given) | 16.2%
NC(=O)CCS(=O)(=O)CCN1CCCC1c1cccc(Cl)c1 (stereo not given) | ?
CCCOC(=O)C1=C(C)N(C)C(=O)NC1c1cc(Cl)c(O)c(OC)c1 (stereo not given) | ?
CC(=O)N1C[C@H]2CON(C)[C@H]2C[C@H]1c1ccc(-c2ccc(C#N)cc2)cc1 | -14.7%
SMILES | 12-LOX inh
Cc1cc(=O)oc2cc(OS(=O)(=O)c3ccc(Br)cc3Cl)ccc12 | -26.0%
COc1ccc(C(=O)N2C[C@@H](CO)[C@H](c3ccncc3)C2)c(C)c1 | 1.7%
Fc1ccc(Nc2cnc3ccc(N4CCOCC4)nn23)cc1F | -1.6%[176 µM]
CNC(=O)[C@H]1C[C@H](Oc2ccccc2)CN1C(=O)Cn1ccnc1 | 15.9%
CCOC(=O)COc1ccc2c(=O)c(Oc3ccc(C(=O)OCC)cc3)c(C)oc2c1 | 6.6%
CSc1nnc(-c2ccccc2NC(=O)c2cccc(S(=O)(=O)N3CCCCCC3)c2)o1 | -2.4%
C[C@@H]1CN([C@@H](C)CO)C(=O)c2cc(C#Cc3ccccc3)cnc2O[C@@H]1CN(C)Cc1ccccn1 | 38.8%[activator]
O=C(CCC1CCCC1)Nc1ccc2ccccc2c1 | ?
N#Cc1ccc(CN2CCN(Cc3nnsc3Cl)CC2)cc1 | ?
Clc1cc(NC2CCCCCC2)n2nccc2n1 | 44.6%[activator][176 µM]
Cc1c(F)cccc1NC(=O)N1CCC(Oc2ncccc2C(=O)N2CCOCC2)C1 (stereo not given) | -12.7%
COCCOC1CCN(C(=O)c2cccc(C)c2)CC1 | 27.0%
CCc1ccc2c(CN3CCc4cc(S(N)(=O)=O)ccc43)cc(=O)oc2c1 | 14.1µM*
COc1ccc(CC(=O)N[C@H](C)c2onc(C)c2C(=O)O)cc1 | -9.5%[176 µM]
COC(=O)CC(NC(=O)Cc1ccc(Cl)c(Cl)c1)c1cccs1 (stereo not given) | ?
O=C1NCc2ccccc2CC12CCCN2Cc1ccsc1 (stereo not given) | 10.3%[6.33 µM]
O=C(Nc1cccc(C(F)(F)F)c1)C1=CCN(Cc2ccc(F)cc2)CC1 | ?
Cc1ccc([C@H]2C[C@@H](O)[C@H](n3cc(-c4ccc(F)cc4)nn3)CN2C(=O)C2CCCCC2)cc1 | 70.8%[activator]
CN(C)C(=O)N1CCC2(C1)C(=O)N(CCc1ccccc1)c1ccccc12 (stereo not given) | -1.5%&32.8%
CN(C)CC(=O)N1CCC2(CC1)NCCc1c2[nH]c2ccccc12 | 17.9%
Clc1ccc(Cl)c(-c2nn3c(CN4CCCCC4)nnc3s2)c1 | ?

An excerpt. The share of hits here may be higher or lower than overall.
